Fam108B inh: mouse Fam108B serine hydrolase inhibitors, primary screen, counter-screen for RBBP9 inhibitor project, biochemical, fluorescence polarization; AID 1947, 2009; inhibition, % at 9.51 µM; 300,000 tested, 0.33% active; recombinant Fam108B, FP-Rh probe fluorescence polarization;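 active means inhibition above the screen mean inhibition plus 3 SD, computed separately per campaign, cut at about 18% in these data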;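 further: inhibitors lower polarization as less probe binds the enzyme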
GSTO1 counter: inhibitors of recombinant GSTO1, primary screen, counter-screen for RBBP9 inhibitor project, biochemical, fluorescence polarization; Glutathione S-transferase omega-1 (Homo sapiens), P78417; activity-based probe fluorescence polarization; inhibition, % at 5.96 µM; 300,000 tested, 1.1% active; AID 1974, 2009;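 active means inhibition above the campaign mean inhibition plus 3 SD, cut at about 35% in these data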;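 further: 0% = GSTO1-1 with DMSO and 100% = wells lacking GSTO1-1 enzyme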
pPAFAH FP inh: pPAFAH enzyme inhibitors, primary screen, biochemical, fluorescence polarization, human | inhibition, % at 3.39 µM | Platelet-activating factor acetylhydrolase (Homo sapiens), Q13093 | 330,000 tested, 1.5% active | recombinant pPAFAH, FP-rhodamine probe fluorescence polarization;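 active means inhibition above the mean inhibition across the screen plus 3 SD, cut at about 25% in these data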;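 further: inhibitors block binding of the rhodamine activity-based probe so polarization drops; 0% = enzyme with DMSO and 100% = wells lacking pPAFAH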
LYPLA1 inh: LYPLA1 inhibitors, primary screen, counter-screen for PME1 inhibitor project, biochemical, fluorescence polarization, FP-Rh probe ABPP; Acyl-protein thioesterase 1 (Homo sapiens), O75608; recombinant LYPLA1; inhibition, % at 5.9 µM; 320,000 tested, 0.16% active; AID 2174, 2009;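 active means inhibition above the mean of all tested compounds plus 3 SD, set per campaign, cut at about 14% in these data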;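 further: inhibitors block serine hydrolase probe labeling of LYPLA1 so polarization falls; 0% = enzyme with DMSO and 100% = wells lacking LYPLA1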
PAFAH1B3 FP inh: PAFAH1B3 enzyme inhibitors, primary screen, biochemical, fluorescence polarization, human; Platelet-activating factor acetylhydrolase IB subunit alpha1 (Homo sapiens), Q15102; recombinant PAFAH1B3, FP-rhodamine probe; inhibition, % at 3.39 µM; 340,000 tested, 0.28% active;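 active means inhibition above the screen-wide average of all tested compounds plus 3 SD, cut at about 25% in these data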;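 further: 0% = enzyme with DMSO only and 100% = wells lacking PAFAH1B3 protein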
Target sequence (Q15102 whole entry, looked up): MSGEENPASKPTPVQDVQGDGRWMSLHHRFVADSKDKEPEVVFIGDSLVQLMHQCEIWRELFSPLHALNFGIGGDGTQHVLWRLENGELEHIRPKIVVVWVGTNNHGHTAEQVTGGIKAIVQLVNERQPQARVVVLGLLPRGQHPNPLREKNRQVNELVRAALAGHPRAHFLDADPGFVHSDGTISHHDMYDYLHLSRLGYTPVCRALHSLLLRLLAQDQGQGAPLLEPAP
PAD4 FP inh: human PAD4 inhibitors, primary screen, biochemical, fluorescence polarization, 1536-well format. inhibition, % at 6.36 µM. 330,000 tested, 0.41% active. AID 485272, 2010. recombinant PAD4, RCA probe fluorescence polarization. Protein-arginine deiminase type-4 (Homo sapiens), Q9UM07;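 active means percent inhibition above a cutoff equal to the mean of all tested compounds plus 3 SD, cut at about 15% in these data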;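 further: 0% = PAD4 with RCA probe and DMSO and 100% = probe without PAD4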
PME-1 inh: PME-1 inhibitors via competitive probe labeling, primary screen, biochemical, fluorescence polarization, FP-Rh probe, HTS. inhibition, % at 5.9 µM. recombinant PME-1. 320,000 tested, 0.53% active. AID 2130, 2009. Protein phosphatase methylesterase 1 (Homo sapiens), Q9Y570;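 active means inhibition above the campaign mean of all compounds plus 3 SD, cut at about 26% in these data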;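 further: competitive labeling of PME-1 active site by serine hydrolase directed probe; 0% = PME-1 with DMSO and 100% = wells lacking PME-1 enzyme; inhibitors block probe labeling so polarization falls and inhibition rises; many of its hits are not listed in these tables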
Target sequence (Q9Y570 whole entry, looked up): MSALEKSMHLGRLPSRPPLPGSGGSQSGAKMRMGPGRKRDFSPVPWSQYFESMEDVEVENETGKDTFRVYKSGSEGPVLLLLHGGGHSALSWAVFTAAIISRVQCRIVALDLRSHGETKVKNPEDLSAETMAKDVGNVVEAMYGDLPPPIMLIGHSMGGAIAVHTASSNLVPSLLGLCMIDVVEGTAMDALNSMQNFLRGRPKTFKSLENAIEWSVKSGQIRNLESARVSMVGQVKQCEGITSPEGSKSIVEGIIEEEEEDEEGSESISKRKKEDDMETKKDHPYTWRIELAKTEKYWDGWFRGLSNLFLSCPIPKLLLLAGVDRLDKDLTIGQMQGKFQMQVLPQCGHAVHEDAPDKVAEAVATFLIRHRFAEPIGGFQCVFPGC
PAFAH2 inh: PAFAH2 enzyme inhibitors, primary screen, biochemical, fluorescence polarization, human; 340,000 tested, 0.99% active; AID 492956, 2010; inhibition, % at 3.39 µM; recombinant PAFAH2, FP-rhodamine activity probe; Platelet-activating factor acetylhydrolase 2, cytoplasmic (Homo sapiens), Q99487;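 active means inhibition above the mean over all tested compounds plus 3 SD, cut at about 30% in these data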;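 further: inhibitors block probe labeling of enzyme so polarization drops; 0% = enzyme with DMSO and 100% = wells lacking PAFAH2 protein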
PAFAH1B2 inh: PAFAH1B2 enzyme inhibitors, primary screen, biochemical, fluorescence polarization, human; recombinant PAFAH1B2, FP-rhodamine activity probe; inhibition, % at 3.39 µM; 340,000 tested, 1.2% active;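 active means inhibition above the mean of all tested compounds plus 3 SD, cut at about 24% in these data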;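 further: 0% = enzyme with DMSO and 100% = wells lacking PAFAH1B2; many of its hits are not listed in these tables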
Target sequence (P68402 whole entry, looked up): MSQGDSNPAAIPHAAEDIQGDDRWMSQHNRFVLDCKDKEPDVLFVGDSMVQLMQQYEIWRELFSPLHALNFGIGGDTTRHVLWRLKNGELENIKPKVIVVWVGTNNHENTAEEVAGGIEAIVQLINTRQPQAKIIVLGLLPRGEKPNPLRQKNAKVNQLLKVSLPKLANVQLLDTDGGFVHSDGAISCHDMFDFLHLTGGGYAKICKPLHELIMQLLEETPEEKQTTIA
Starred values were filed as active, the others as inactive; · = no result given.

canonical_smiles,Fam108B inh,GSTO1 counter,pPAFAH FP inh,LYPLA1 inh,PAFAH1B3 FP inh,PAD4 FP inh,PME-1 inh,PAFAH2 inh,PAFAH1B2 inh
CC(=O)NCc1ccc(-c2csc(N)n2)s1,-1,7,0,0,5,-4,12,1,-3
Cc1ccc(C)n1CCN1CCN(C(=O)CC#N)CC1,-1,17,1,0,-5,-4,-1,-8,-1
CC(C)C(C)(C#N)NC(=O)CSc1nc2scc(-c3ccccc3)c2c(=O)[nH]1 (centres undefined),3,-10,11,-3,5,-2,6,10,4
Cc1c(C(=O)Nc2cccc(S(=O)(=O)N3CCCC3)c2)oc2ccccc12,0,-10,4,-2,7,-4,6,-4,0
CCC1NC(=O)c2cc(S(N)(=O)=O)c(Cl)cc2N1 (centres undefined),-5,5,4,-1,1,-7,0,-11,-2
COc1cccc(NC(=O)CSc2nc3ccccc3c(=O)n2CCCC(=O)N2CCCC2)c1,0,2,4,-2,11,-2,0,2,7
COc1cccc(/C=N\NC(=O)C2=NNC(=O)C2C)c1O (centres undefined),1,-1,6,-2,4,1,-5,8,-4
C/C(CCc1oc2ccccc2c1-c1ccc(C)o1)=N/O,6,12,2,0,-2,-4,5,15,4
Cc1ccc(Nc2nc(N/N=C\c3ccc4c(c3)OCO4)nc(N3CCOCC3)n2)cc1,-3,-8,8,-4,8,-2,4,-9,-2
COc1ccc(OC(=O)COc2ccc(C)cc2)cc1,-1,7,14,5,13,1,-2,2,9
CC(C)CNC(=S)N1CCC(NC(=O)c2ccco2)CC1,-4,5,-2,2,1,0,2,3,6
COc1cccc(-c2csc(N3CCN(CC(=O)NNC(=O)c4ccco4)CC3)n2)c1,-2,5,5,1,10,-2,5,-10,-2
CCc1ccc(-c2csc(NC(=O)C3=COCCO3)n2)cc1,·,·,-6,-9,3,-2,-4,-9,-2
O=C1C2CCCCC2C(=O)N1Cc1ccccc1 (centres undefined),-6,2,-4,1,5,0,2,3,2
COc1ccc(CNC(=O)c2ccc3c(c2)N(C)C(=O)CS3=O)cc1 (centres undefined),-4,1,-6,-2,5,-2,2,-2,7
O=C(NCCCO)/C(=C\C=C\c1ccccc1)NC(=O)c1ccccc1Cl,-1,0,6,-1,6,-2,-1,-7,0
O=C(COC(=O)COc1cccc(C(F)(F)F)c1)Nc1ccc(N2CCOCC2)cc1,·,·,18,1,2,3,-2,-1,0
C=CCNC(=S)/C(=C(/[O-])c1ccccc1Br)[n+]1ccccc1,3,9,3,-1,10,2,-2,-16,0
CN(C)c1nc(N(C)C)nc(N2CCCCC2)n1,-1,-6,-5,2,-3,2,6,-2,2
O=C(Nc1ccc(OC(F)(F)F)cc1)c1ccc2nccnc2c1,-5,-4,2,-9,-4,-5,-8,-3,2

Fetched one by one from the list above:
canonical_smiles,Fam108B inh,GSTO1 counter,pPAFAH FP inh,LYPLA1 inh,PAFAH1B3 FP inh,PAD4 FP inh,PME-1 inh,PAFAH2 inh,PAFAH1B2 inh
Cc1ccc(Nc2nc(N/N=C\c3ccc4c(c3)OCO4)nc(N3CCOCC3)n2)cc1,-3,-8,8,-4,8,-2,4,-9,-2
COc1cccc(NC(=O)CSc2nc3ccccc3c(=O)n2CCCC(=O)N2CCCC2)c1,0,2,4,-2,11,-2,0,2,7

The listing picks up with the four entries that preceded the break.
canonical_smiles,Fam108B inh,GSTO1 counter,pPAFAH FP inh,LYPLA1 inh,PAFAH1B3 FP inh,PAD4 FP inh,PME-1 inh,PAFAH2 inh,PAFAH1B2 inh
O=C(COC(=O)COc1cccc(C(F)(F)F)c1)Nc1ccc(N2CCOCC2)cc1,·,·,18,1,2,3,-2,-1,0
C=CCNC(=S)/C(=C(/[O-])c1ccccc1Br)[n+]1ccccc1,3,9,3,-1,10,2,-2,-16,0
CN(C)c1nc(N(C)C)nc(N2CCCCC2)n1,-1,-6,-5,2,-3,2,6,-2,2
O=C(Nc1ccc(OC(F)(F)F)cc1)c1ccc2nccnc2c1,-5,-4,2,-9,-4,-5,-8,-3,2
O=C(COC(=O)Cn1cnc2ccccc21)Nc1ccc(F)c(F)c1,·,·,0,·,9,1,·,-3,1
Brc1ccc2oc(-c3ccn[nH]3)cc2c1,-3,1,10,-2,·,-5,4,·,·
Cc1ccc(Nc2c(-c3ccccn3)nc3ccc(C)cn23)cc1,6,23,28*,3,5,5,7,-3,8
CCn1c(CNC(=O)c2cccnc2)cc2ccccc21,1,2,8,-1,9,0,-1,-4,0
O=C1N[C@@H](c2ccccc2)COC(=O)[C@@H](Cc2ccc(F)cc2)C/C=C\C[C@H]1CC(=O)N(CCO)Cc1ccccc1,·,·,4,·,1,-5,·,6,4
CN(C)c1cc[n+](CC(=O)Nc2ccc(Oc3ccccc3)cc2)cc1,-1,0,0,-3,17,-2,0,-5,6
CSc1nsc(NC(=O)OCc2ccc(Cl)cc2)n1,1,-14,-1,-4,7,-2,0,4,20
N#Cc1c(-c2ccccc2)ccnc1Oc1ccccc1,5,17,6,2,0,2,0,-2,1
O=C(c1ccc2snnc2c1)N1CCCC1,-1,5,-3,-7,-2,2,-1,-2,2
CC(C)OC(=O)CN1C(=O)C(C)(C)Oc2ccc(C(=O)NC(C)(C)C)cc21,-3,1,4,2,1,7,-1,-4,4
CC1=C(C(=O)Nc2cc(C(=O)NCCCOC(C)C)ccc2C)SCCO1,1,-4,1,0,3,3,0,-13,-1
CCCCc1nc2ccccc2c(NC(=O)CN(CC)CC)c1CCC,3,4,7,3,3,-1,7,-1,4
OCc1ccc(N=Nc2ccccc2)cc1,3,11,7,1,-6,7,-7,2,4
Cc1cc(Cl)c(C)c(S(=O)(=O)N2CCN(C(=O)C3CCCO3)CC2)c1Cl (centres undefined),·,·,1,-3,6,7,2,7,2
CCOc1ccc(CCNC(=O)COC(=O)COc2ccc(Br)cc2)cc1OCC,-1,0,20,-1,5,-1,0,0,5
O=C(NN=C1CCCC1)c1ccc(Br)cc1,-5,5,8,-1,3,1,-7,-2,2
Cc1ccc(S(=O)(=O)CCC(=O)N2CCN(c3ccc([N+](=O)[O-])cc3)CC2)cc1,-2,2,7,9,6,-2,6,12,4
O=C(Cn1cnc2ccccc21)OCC(=O)N1CCc2ccccc2C1,-1,4,6,3,2,3,-2,-5,0
Cc1cccc(OCCn2cnc(Cl)c2Cl)c1,-1,14,4,1,10,-4,-2,-4,1
COCCNC(=O)[C@@H]1CSC2c3ccc(OC)c(OC)c3C(=O)N21 (some centres undefined),5,0,4,1,8,1,-6,-4,1

Shown as labelled records: 2 of the compounds above.
> CCCCc1nc2ccccc2c(NC(=O)CN(CC)CC)c1CCC
  Fam108B inh = 3	GSTO1 counter = 4	pPAFAH FP inh = 7	LYPLA1 inh = 3	PAFAH1B3 FP inh = 3	PAD4 FP inh = -1	PME-1 inh = 7	PAFAH2 inh = -1	PAFAH1B2 inh = 4

> OCc1ccc(N=Nc2ccccc2)cc1
  Fam108B inh = 3	GSTO1 counter = 11	pPAFAH FP inh = 7	LYPLA1 inh = 1	PAFAH1B3 FP inh = -6	PAD4 FP inh = 7	PME-1 inh = -7	PAFAH2 inh = 2	PAFAH1B2 inh = 4

Continued:
canonical_smiles,Fam108B inh,GSTO1 counter,pPAFAH FP inh,LYPLA1 inh,PAFAH1B3 FP inh,PAD4 FP inh,PME-1 inh,PAFAH2 inh,PAFAH1B2 inh
COc1cccc(C2(c3cccc(OC)c3)CC2C(=O)Nc2ccccc2Cl)c1 (centres undefined),-5,-2,8,-5,-3,2,-9,-4,-3
O=C(CNS(=O)(=O)c1ccc([N+](=O)[O-])cc1)N/N=C/c1ccc(O)cc1O,2,2,-1,0,4,1,-4,0,1
CN(CCOc1ccc(Cl)cc1)c1ccc(S(=O)(=O)N2CCCCC2)cn1,-6,2,9,-3,-5,-1,3,4,4
COc1ccc(CC(=O)OCC(=O)NC2CCCC(C)C2C)cc1 (centres undefined),·,·,25,·,6,0,·,28,7
Cc1ccc(N(C(C)C(=O)N2CCN(Cc3ccccc3)CC2)S(C)(=O)=O)cc1 (centres undefined),2,17,-4,-6,2,2,-2,-3,4
Cc1cc(C)cc(NC(=O)CSc2nc3nc(C)cc(C)n3n2)c1,·,·,3,-3,-3,-1,-1,-1,-2
Cc1ccc(NC(=O)c2ccccc2-c2ccccc2C(=O)O)cc1C,-2,5,6,-1,4,-2,-3,12,10
Cc1cc(Cl)c(OCCCN2CCCCC2)c(Br)c1,-8,-1,3,2,5,3,4,4,0
O=C1Nc2ccc(S(=O)(=O)NCc3ccco3)c3cccc1c23,5,-18,7,2,12,-5,-3,9,8
CC1(C(=O)Nc2ccc3ccccc3c2)CC1(Br)Br (centres undefined),7,7,2,1,-6,-4,4,-4,0
CC[C@]1(C(=O)OC)[C@H]2C(=O)N(Cc3ccccc3)C(=O)[C@H]2[C@H]2CN(C)C(=NC)N21,·,·,1,·,2,-1,·,10,5
N#Cc1ccc2ccn(CC(=O)NCc3ccco3)c2c1,-2,-4,6,3,8,4,2,0,-3
COCCCN1CC(=O)N2C(c3cccc(C)c3)c3[nH]c4ccccc4c3C[C@H]2C1=O (some centres undefined),1,2,5,-5,4,1,-4,1,-1
CCOC(=O)/C(C#N)=C/c1c(N2CCN(CC)CC2)nc2c(C)cccn2c1=O,4,6,7,0,-3,-4,3,10,-2
CC(=O)c1cccc(NC(=S)NC2CCCCC2)c1,6,24,7,8,14,33*,1,-3,0
COc1ccc(CCNC(=O)/C=C/c2ccc3ccccc3n2)cc1OC,0,2,1,0,-5,1,-1,6,3
CON/C=N/C(=S)Nc1ncc(C(F)(F)F)cc1Cl,-1,11,-1,3,11,-6,-5,-14,6
Cc1ccc(C(=O)N2CCN(c3ccccc3)CC2)cc1S(=O)(=O)N1CCCC1,0,8,-3,-4,3,-6,-6,-3,2
COc1cc(OC)cc(-c2c(-c3cccs3)c3cc(-c4ccc(OCc5ccccc5)cc4)ccc3n2C)c1,·,·,45*,·,0,-7,·,1,-3
CCc1ccc(N(CC(=O)NC(C)(C)CC)C(=O)CCC(=O)Nc2nccs2)cc1,1,2,7,3,3,-1,-3,2,3
COc1ccccc1NC(=O)COC(=O)c1cnccn1,-2,5,0,-3,4,-2,-3,-1,0
CC1=NN(/C(=N\c2nnc(C)s2)Nc2ccccc2)[C@H](c2cccc3ccccc23)S1,-1,3,9,-3,10,0,3,-3,-3
COCCNC(=O)C(C)Oc1ccccc1 (centres undefined),-2,-3,1,0,6,-2,-2,6,0

Assay outcomes as filed in PubChem.

The list is partial; rates above refer to the full screens.
